Screening data: PubChem, several laboratories
FXIIa inh = human FXIIa protease inhibitors, primary screen, biochemical, 1536-well; Coagulation factor XII (Homo sapiens), P00748; purified FXIIa, Boc-QGR-AMC fluorogenic substrate, 2 h; inhibition, % at 5 µM; actives 0.3% (n = 220,000); AID 800, 2007; in the data active = inhibition above about 40%;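 also: 0% = enzyme with no compound and 100% = blank without enzyme; many of its hits are not listed in these tables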
Hck Nef HTS = inhibitors of Nef-activated human Hck kinase, primary screen, biochemical, Z-Lyte FRET, 384-well, Hck-YEEI. Recombinant Hck-YEEI plus Nef, Z-Lyte FRET kinase assay. inhibition, % at 20 µM. Tyrosine-protein kinase HCK (Homo sapiens), P08631. AID 463187, 2010. actives 0.68% (n = 220,000);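 active = Hck-Nef kinase inhibition above about 50%, limit read from the data; inactive = inhibition below that limit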;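 also: 0% = DMSO with Hck plus Nef and 100% = Hck alone without Nef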
Runt-CBFb FRET = inhibitors of RUNX1 Runt–CBFb binding, primary screen, biochemical, FRET, Cerulean-Runt, Venus-CBFb, uHTS; Runt-related transcription factor 1 (Homo sapiens) + Core-binding factor subunit beta …; Cerulean-Runt/Venus-CBFb FRET ratio 530/480, 1 h; inhibition, % at 20 µM; actives 0.46% (n = 220,000);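 active = inhibition over about 50% at 20 µM in the single-dose screen, limit read from the data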;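 also: 0% = DMSO wells and 100% = excess unlabeled CBFb competitor control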
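Assay system: Cerulean-Runt domain / Medium: Tris 50 mM pH 7.5, KCl, K2SO4, 0.01% BSA / Timing: protein complex preformed 1 h, compound exposure 1 h, room temperature, dark / Measured by: FRET, excitation 422 nm, emission at 530 and 480 nm / Evaluation: loss of energy transfer signal / Control set: 5 µM unlabeled CBFb as full-inhibition high control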
14-3-3 Bad PPI = inhibitors of 14-3-3 zeta/Bad binding, primary screen, biochemical, TR-FRET, bovine 14-3-3 zeta; inhibition, % at 21.7 µM; actives 0.71% (n = 220,000); TR-FRET 14-3-3zeta/Dy647-pBad peptide displacement, 1 h; 14-3-3 protein zeta/delta (Bos taurus), P63103;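 active = inhibition above about 70%, limit read from the data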;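 also: 0% = full 14-3-3 plus peptide FRET controls and 100% = background without 14-3-3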
Target sequence (P63103 whole entry, looked up): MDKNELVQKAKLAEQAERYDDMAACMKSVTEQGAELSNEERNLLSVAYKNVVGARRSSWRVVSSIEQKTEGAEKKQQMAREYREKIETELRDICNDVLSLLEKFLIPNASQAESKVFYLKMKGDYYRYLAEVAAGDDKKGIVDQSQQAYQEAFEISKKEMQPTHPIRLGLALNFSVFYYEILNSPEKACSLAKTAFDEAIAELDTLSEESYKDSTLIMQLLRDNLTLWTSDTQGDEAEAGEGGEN
hK5 inh = human KLK5 protease inhibitors, primary screen, biochemical, 1536-well; Kallikrein-5 (Homo sapiens), Q9Y337; recombinant hK5, fluorogenic AMC substrate cleavage; inhibition, % at 5 µM; actives 0.59% (n = 210,000);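 active = inhibition of 40% or more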;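 also: 0% = enzyme controls without compound and 100% = no-enzyme blanks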
Runt-SMMHC FRET = inhibitors of RUNX1 Runt–CBFb-SMMHC binding, primary screen, biochemical, FRET, Cerulean-Runt, Venus-CBFb-SMMHC, uHTS. Runt-related transcription factor 1 (Homo sapiens) + Core-binding factor subunit beta …. Cerulean-Runt/Venus-CBFb-SMMHC FRET ratio 530/480, 1 h. inhibition, % at 20 µM. actives 0.74% (n = 220,000). AID 1434, 2008;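 active = mean inhibition across duplicate retests at 20 µM reaching about 50%, limit read from the data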;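 also: 0% = DMSO wells and 100% = wells with excess untagged CBFb-SMMHC; inhibitors lower the FRET ratio by blocking Runt binding to CBFb-SMMHC; some results filed as inactive read as strong as hits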
thrombin 1536 = human alpha-thrombin inhibitors, primary screen, counter-screen for coagulation protease inhibitor project, biochemical, 1536-well, fluorogenic AMC substrate | Boc-VPR-AMC fluorogenic substrate cleavage | inhibition, % at 5 µM | actives 0.26% (n = 220,000);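 active = inhibition at or above 40%; inactive = inhibition below 40%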;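 also: 0% = enzyme with no compound and 100% = wells without enzyme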
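Material: human alpha-thrombin enzyme / Medium: pH 7.5 Tris (50 mM) with NaCl 150 mM, Tween 20 0.05% / Compound: single-point dosing at 5 µM, 0.2% DMSO / Incubation: enzyme reaction carried out at room temperature / Detection: AMC fluorescence, 355/460 nm / Read-out basis: percent inhibition scaled between no-compound controls and no-enzyme blanks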
FXIa inh 1536 = human FXIa protease inhibitors, primary screen, biochemical, 1536-well; inhibition, % at 5 µM; purified FXIa, Boc-Glu-Ala-Arg-AMC fluorogenic substrate; AID 798, 2007; actives 0.14% (n = 220,000); Coagulation factor XI (Homo sapiens), P03951;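 active = inhibition of at least 40%; inactive = inhibition below 40%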;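 also: fluorescence of freed AMC excited at 355 nm; 0% = enzyme without compound and 100% = no enzyme blank; many of its hits are not listed in these tables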
Target sequence (P03951 19-387 limits assumed): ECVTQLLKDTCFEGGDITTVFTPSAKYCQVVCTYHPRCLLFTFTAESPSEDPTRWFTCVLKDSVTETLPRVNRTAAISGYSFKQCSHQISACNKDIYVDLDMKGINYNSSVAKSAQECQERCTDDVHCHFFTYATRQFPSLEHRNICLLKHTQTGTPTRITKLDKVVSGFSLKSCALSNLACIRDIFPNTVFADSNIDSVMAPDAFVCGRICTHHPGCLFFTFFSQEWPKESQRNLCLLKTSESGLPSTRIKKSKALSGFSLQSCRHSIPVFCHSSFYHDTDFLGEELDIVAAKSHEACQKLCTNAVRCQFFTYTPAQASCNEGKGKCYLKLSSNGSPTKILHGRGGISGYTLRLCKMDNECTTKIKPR
Target sequence (P03951 388-625 limits assumed): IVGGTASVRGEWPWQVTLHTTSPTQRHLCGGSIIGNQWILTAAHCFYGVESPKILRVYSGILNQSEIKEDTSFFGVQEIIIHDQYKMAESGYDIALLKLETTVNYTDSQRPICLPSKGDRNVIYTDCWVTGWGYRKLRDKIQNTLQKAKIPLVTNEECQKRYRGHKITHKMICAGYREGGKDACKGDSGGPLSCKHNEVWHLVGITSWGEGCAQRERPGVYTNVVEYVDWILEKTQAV
Wee1 stabilizer = Wee1 degradation inhibitors, primary screen, cell-based, HeLa, Wee1K328M-luciferase, luminescence. HeLa Luc-Wee1K328M stability; 100% = proteasome inhibitor MG132 effect. reporter increase, % at 5 µM. actives 1.2% (n = 220,000). AID 1321, 2008;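 active = activation above the mean of all tested compounds plus 3 SD, set per screening run, cut at about 8.8% in these data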;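 also: cells exposed to compound for 20 h before luminescence read; 0% = DMSO alone and 100% = MG132 at 30 µM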
* = called active by the depositor; / = not tested or not shown; [ ] = remark or other dose.

SMILES	FXIIa inh	Hck Nef HTS	Runt-CBFb FRET	14-3-3 Bad PPI	hK5 inh	Runt-SMMHC FRET	thrombin 1536	FXIa inh 1536	Wee1 stabilizer
Cn1c(=N)n(CC(O)c2ccccc2)c2ccccc21 (stereo not given)	4	3	2	9[fluorescence artefact?]	8	-4	-3	-22	-1
CCSc1nnc2n(N)c(=O)c3ccccc3n12	-1	3	-1	-5	-7	-1	2	-5	1
N/C(=N\OC(=O)c1ccc2ccccc2c1)c1cccc([N+](=O)[O-])c1	2	1	0	-3[fluorescence artefact?]	-9	0	-12	-7	0
CC(C)[C@H](NC(=O)Nc1ccc(S(N)(=O)=O)cc1)C(=O)O	1	-3	-2	0	-9	-4	-5	-8	-4
O=C(Nn1c(=O)[nH]c2ccccc2c1=O)c1ccco1	7	1	0	14[fluorescence artefact?]	-21	0	2	4	-2
O=C(NC1CCCCCC1)C1c2ccccc2C(=O)N1C1CC1 (stereo not given)	22	0	-2	6	-1	2	-1	22	-2
COc1ccc(-c2cc(C(F)(F)F)n3nc(C(=O)N(C)Cc4ccccc4)cc3n2)cc1OC	7	-17	-20	-8	-4	-42	3	-2	2
COc1cccc(C(=O)C2CCCN(Cc3cccc(-n4nc(C)cc4C)c3)C2)c1 (stereo not given)	10	4	-2	-15	/	-2	0	6	0
Cc1ccc(-c2noc(CSc3nnc(CCc4ccccc4)n3-c3ccccc3)n2)cc1	23	2	-4	0	-11	0	-10	16	-3
CC(/C=C/c1ccc2c(c1)OCO2)=N/NC(=O)C1COc2ccccc2O1 (stereo not given)	10	1	-2	-9	-4	0	-14	-1	0
CN1CCCN(C(=O)CC(c2ccccc2)c2ccccc2)CC1	1	-11	2	-5	-5	0	-8	-7	2
O=C(CN1C(=O)/C(=C\c2cccs2)SC1=S)Nc1cccc(C(=O)O)c1	10	17	3	-6	2	4	2	6	-1
Cc1ccsc1C(=O)C1CCCN(Cc2cc(F)ccc2-n2cccn2)C1 (stereo not given)	8	4	-2	-2	/	-2	-2	-1	4
CN=C(c1ccccc1)c1c(C)cccc1C	9	4	-2	5[fluorescence artefact?]	-7	1	-3	5	0
N#CCC(=O)c1sccc1-n1cccc1	8	17	10	-18	5	8	-10	2	2

Reprinted at random: 6 entries already listed, in no set order.
SMILES	FXIIa inh	Hck Nef HTS	Runt-CBFb FRET	14-3-3 Bad PPI	hK5 inh	Runt-SMMHC FRET	thrombin 1536	FXIa inh 1536	Wee1 stabilizer
O=C(NC1CCCCCC1)C1c2ccccc2C(=O)N1C1CC1 (stereo not given)	22	0	-2	6	-1	2	-1	22	-2
CCSc1nnc2n(N)c(=O)c3ccccc3n12	-1	3	-1	-5	-7	-1	2	-5	1
CN1CCCN(C(=O)CC(c2ccccc2)c2ccccc2)CC1	1	-11	2	-5	-5	0	-8	-7	2
O=C(CN1C(=O)/C(=C\c2cccs2)SC1=S)Nc1cccc(C(=O)O)c1	10	17	3	-6	2	4	2	6	-1
CN=C(c1ccccc1)c1c(C)cccc1C	9	4	-2	5[fluorescence artefact?]	-7	1	-3	5	0
COc1ccc(-c2cc(C(F)(F)F)n3nc(C(=O)N(C)Cc4ccccc4)cc3n2)cc1OC	7	-17	-20	-8	-4	-42	3	-2	2

The list continues:
SMILES	FXIIa inh	Hck Nef HTS	Runt-CBFb FRET	14-3-3 Bad PPI	hK5 inh	Runt-SMMHC FRET	thrombin 1536	FXIa inh 1536	Wee1 stabilizer
O=C(CSc1nnc(Nc2ccccc2)s1)Nc1cccc(S(=O)(=O)N2CCCCC2)c1	3	1	3	11[fluorescence artefact?]	-3	-6	-3	12	-1
CCn1c(Cc2ccc(OC)cc2)nnc1SCC(=O)N1CCN(c2ccccc2)CC1	-1	-1	1	-1	-1	3	-2	12	5
C#CCOCCOCCOCCNc1nc(N2CCOCC2)nc(N2CCN(C(=O)[C@H](Cc3cc4ccccc4[nH]3)n3cc([C@@H](N)CC(C)C)nn3)CC2)n1	7	-11	5	2	-2	7	-4	-4	-2
CSc1ccc(N=Nc2c(C)[nH]n(C)c2=O)cc1	13	11	-7	-2	3	-6	4	4	2
O=C(O)c1ccc(N2CCCCC2)cc1	9	-6	1	2	1	-4	6	2	0
Cc1c(C(=O)NCC2COc3ccccc3O2)oc2ccc(S(=O)(=O)N3CC(C)CC(C)C3)cc12 (stereo not given)	15	3	2	/	-2	-6	4	3	2
c1ccc(-c2cn3nc(-c4ccccc4)cnc3n2)cc1	10	3	0	-1	-8	0	-3	4	5
CC(C)(C)NC(=O)C(c1ccsc1)N(CCc1ccccc1)C(=O)Cn1nnc2ccccc21 (stereo not given)	9	0	-1	1[fluorescence artefact?]	-18	8	-1	2	0
COC(=O)CNC(=O)CN1c2cccc3cccc(c23)S1(=O)=O	-19	-18	0	-7	0	0	-4	-8	1
Cc1cc(SCCC(=O)O)nc2ccccc12	/	-1	-2	/	/	1	/	/	-1
NC(=O)CC(NC(=O)Cc1ccc(Br)cc1)c1ccc(NCCOc2ccccc2)c([N+](=O)[O-])c1 (stereo not given)	13	43	-9	7	5	-16	-7	4	/
COc1ccc(CNC(=O)c2cccnc2Sc2ccc(Cl)cc2)cc1	13	-1	0	6	-8	4	-4	0	-1
O=C(Nc1ccc(CN2CCOCC2)cc1)c1cc2ccccn2n1	8	20	1	5	-3	-3	-9	-9	2
CCOc1ccc(Cl)cc1S(=O)(=O)n1nnc2ccccc21	14	12	0	-5	-17	-1	-2	1	-1
COC(=O)c1ccc(COc2ccccc2/C=N/NC(N)=O)o1	-5	18	3	9	-7	-9	-18	-4	-3
Cc1nnc(SCC(=O)Nc2ccc(N3CCOCC3)cc2)o1	9	0	0	11[fluorescence artefact?]	-8	6	-4	3	-2
O=C(c1ccccc1[N+](=O)[O-])n1cnc2ccccc21	10	22	0	-12	-6	1	11	-2	-3
COCCN(Cc1nc(C2(c3ccc(C)cc3)CCCC2)no1)C(C)C	13	9	-5	-13	/	-4	-1	2	-2
O=C1CC(c2cccc([N+](=O)[O-])c2)c2cc3c(cc2N1)CCC3 (stereo not given)	9	23	-2	-8	-1	1	-9	-2	1
O=C(CN1CCCCC1)NCC1(c2ccccc2)CCCC1	10	22	/	-4	2	/	-7	6	4
CC1(C)CC(=O)c2cc(C(=O)NNc3ccccc3)c(=O)n(-c3ccccc3)c2C1	4	-4	/	-19	-13	3	4	7	-1
Cc1ccc(Oc2cc(N3CCOCC3)nc(-c3ccccc3)n2)cc1	12	-2	-1	0	0	1	-2	-14	-2
CCCOC(=O)CSC1=C(C#N)C(c2ccccc2OCC)C(C#N)C(=O)N1 (stereo not given)	3	1	2	-12	-2	4	3	8	-2
O=C1CCCc2c1cc(C(=O)NCCCN1CCOCC1)c(=O)n2-c1ccc(Cl)cc1	7	3	-1	3	5	-1	-5	-6	3
O=S(=O)(c1ccc(NCc2ccc(F)cc2)nc1)N1CCCC1	6	27	0	3	-4	3	4	-1	-1
CCN(CC)CCNC(=O)c1ccc(Cl)c(S(=O)(=O)Nc2ccccc2OC)c1	18	-1	-2	8	-6	0	3	1	5
O=C(CSc1ncc(-c2ccccc2)nn1)NCc1ccco1	11	-22	4	4	-10	3	0	6	-3
Cn1c(=O)c2c(ncn2CC(O)CNc2ccc(F)cc2)n(C)c1=O (stereo not given)	5	14	1	-9	0	-6	-5	3	1
CCOC(=O)C1CCCN(c2c(NCCc3ccccc3)c(=O)c2=O)C1 (stereo not given)	5	11	0	-4	-1	1	-4	3	1
Cc1cccc2sc(NNC(=O)C3COc4ccccc4O3)nc12 (stereo not given)	0	-3	19	4	-75	5	-1	-4	-2
COc1ccc(CNC(=O)C(=O)NCC2OCCN2S(=O)(=O)c2cccs2)cc1 (stereo not given)	6	0	-2	-3	-8	0	1	2	-1
NC(=S)NCc1cccnc1	6	2	0	-9	/	-1	-2	6	-1
Cc1c(Cl)cccc1NC(=O)CNc1cccc(S(=O)(=O)N(C)C)c1	1	5	-2	-10	-9	11	-8	2	3
CN(Cc1ccccc1)C(=O)COC(=O)c1cc(NS(=O)(=O)c2cccs2)ccc1O	6	-14	-1	5	2	1	-9	-3	0
Cc1cccc(Cn2cnc3c(nnn3Cc3ccc(F)cc3)c2=O)c1	11	-1	-2	-2	-10	3	0	0	0
CN1CCN(C(=O)CC23CC4CC(CC(C4)C2)C3)CC1	11	0	-1	-1	1	0	-2	3	1
COC(=O)c1cc(NC(=O)c2ccc([N+](=O)[O-])cc2)c(=O)oc1C	-1	-13	10	-8	-6	2	3	-4	-1
CCOC(=O)c1[nH]c(C)c(C(=O)NC(C)CC)c1C (stereo not given)	17	0	3	7	-7	-1	-2	5	-1
COC(=O)[C@H](C)NC(=O)Nc1ccc(OC)cc1OC	-1	-2	0	-8[fluorescence artefact?]	-19	-1	-4	4	2
